Source: PubChem BioAssay
Abeta rescue: A-beta toxicity reversal in yeast. yeast expressing A-beta42, growth rescue, OD600, 48 h; response scale: 0% DMSO, 100% iron-clioquinol control. Potency, µM (highest dose often 46.1 µM), inactives show at the highest dose growth rescue, hits mostly activators. 410,000 tested, 0.063% active. AID 1347071; further: potency means the concentration at half of the fitted maximal effect; nearly all actives have a fitted effect of over 55% in size
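Yeast A-beta toxicity model in growth medium with pinned compounds, 48 h at 30 C; growth read as absorbance at 600 nm. Normalized to FeCl3/clioquinol equimolar mix (positive) and DMSO (negative).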
TDP43 rescue: inhibitors of TDP-43 toxicity in yeast | TDP-43 expressing yeast growth rescue, BacTiter-Glo, 24 h | AID 652104 | 410,000 tested, 1.8% active | Potency, µM (doses to about 46.1 µM), inactives show top-dose growth rescue (activation), hits mostly activators; further: potency means the concentration at half of the fitted maximal effect; % of control where 0% means no effect; nearly all actives have a fitted effect of over 50% in size
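Luminescence from BacTiter-Glo reports growth of TDP-43-expressing yeast after 24 hr at 30 deg C with compound. Cells were raffinose-pregrown to mid-log, then seeded in galactose medium at OD600=0.02.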
aSyn rescue: alpha-synuclein toxicity inhibition in yeast; Potency, µM (top dose mostly 46.1 µM), inactives show at the top dose growth rescue (activation), actives largely listed as activators; Yeast expressing alpha-synuclein, growth rescue, BacTiter-Glo, 24 h; AID 652106; 370,000 tested, 0.14% active; further: potency means the concentration at half of the fitted maximal effect; % of control where 0% means no effect; nearly all actives have a fitted effect of over 65% in size
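Readout is rescue of growth in alpha-synuclein-expressing yeast, so inhibitors of toxicity appear as activators. Growth after 24 hr at 30 deg C in galactose medium is quantified by luminescence.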
DRD3 antagonist: blocks the human D3 dopamine receptor; 360,000 tested, 2.5% active; max response, negative = inhibition, %; D3R cells, DiscoveRx beta-arrestin luminescence, antagonist mode; hits give low values; in the data active means max response below about -50%; inconclusive means no clear call, values can overlap the other calls; further: on the % scale 0 is the no-effect control and ±100 the full control effect; mostly tested at two doses, the higher about 12 µM
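Cells expressing the human receptor were seeded at 1500 cells/well, incubated overnight at 37 degrees C in 5% CO2, then exposed to library compounds with dopamine controls for 90 minutes at 37 degrees C before luminescent detection.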
DRD3 agonist: D3 dopamine receptor (human) agonism. D3R DiscoveRx beta-arrestin cells, luminescence, 90 min. max activation, %. 410,000 tested, 0.58% active; in the data active means max activation above about 30%; further: 0% is about no effect; mostly tested at two doses, the higher about 12 µM
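Agonist-mode cell screen: cells plated at 1500/well and incubated overnight at 37 °C, then exposed to library compounds for 90 min at 37 °C. Detection reagent was added for 30–60 min at room temperature, and luminescence was read.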
EPAC2 antag: antagonists of human EPAC2. Q8WZA2. EPAC2 GEF exchange of Rap1B-BODIPY-GDP, fluorescence. Potency, µM (doses to about 114 µM), without a hit: top-dose activity, negative = inhibition, actives largely listed as inhibitors. 360,000 tested, 0.18% active; further: potency means the concentration at half of the fitted maximal effect; on the % scale 0 is the no-effect control and ±100 the full control effect; nearly all actives have a fitted effect of over 45% in size; many of its hits are not listed in these tables
Target sequence (Q8WZA2 whole entry, looked up): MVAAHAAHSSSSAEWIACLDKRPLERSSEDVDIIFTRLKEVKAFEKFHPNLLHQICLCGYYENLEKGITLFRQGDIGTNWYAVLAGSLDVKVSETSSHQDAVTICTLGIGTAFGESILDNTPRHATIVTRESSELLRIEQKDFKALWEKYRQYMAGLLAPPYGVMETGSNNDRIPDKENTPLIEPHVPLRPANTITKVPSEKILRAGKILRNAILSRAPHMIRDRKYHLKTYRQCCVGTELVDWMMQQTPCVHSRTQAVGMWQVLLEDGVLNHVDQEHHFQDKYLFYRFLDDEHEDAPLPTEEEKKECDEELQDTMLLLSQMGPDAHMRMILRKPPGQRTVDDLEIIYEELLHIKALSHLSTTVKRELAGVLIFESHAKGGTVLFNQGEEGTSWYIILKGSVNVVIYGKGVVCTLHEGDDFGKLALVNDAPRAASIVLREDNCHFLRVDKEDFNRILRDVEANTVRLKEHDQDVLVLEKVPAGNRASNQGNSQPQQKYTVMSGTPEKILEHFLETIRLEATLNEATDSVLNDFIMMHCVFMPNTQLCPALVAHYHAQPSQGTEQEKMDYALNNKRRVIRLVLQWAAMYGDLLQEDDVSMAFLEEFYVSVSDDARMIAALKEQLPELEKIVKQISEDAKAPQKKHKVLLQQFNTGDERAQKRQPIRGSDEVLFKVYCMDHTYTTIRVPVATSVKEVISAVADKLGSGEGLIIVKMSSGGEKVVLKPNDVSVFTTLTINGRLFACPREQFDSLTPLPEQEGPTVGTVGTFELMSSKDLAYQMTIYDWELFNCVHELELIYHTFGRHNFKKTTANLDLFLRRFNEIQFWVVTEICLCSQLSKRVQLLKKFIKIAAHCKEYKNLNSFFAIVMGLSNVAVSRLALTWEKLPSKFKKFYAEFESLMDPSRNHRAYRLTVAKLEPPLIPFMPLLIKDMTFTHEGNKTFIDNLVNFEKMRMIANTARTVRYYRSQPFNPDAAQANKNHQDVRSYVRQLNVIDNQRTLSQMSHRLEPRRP
FUS suppressor: suppressors of FUS proteinopathy in yeast; 390,000 tested, 0.24% active; Potency, µM (doses to about 76.6 µM), without a hit: at the top dose growth rescue (activation), hits mostly activators; S. cerevisiae FUS-expressing, growth rescue, OD600, 24 h;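 further: potency means the concentration at half of the fitted maximal effect; plate controls were DMSO vehicle for no effect and reference control for full effect; nearly all actives have a fitted effect of over 55% in size; some results filed as inactive show a strong effect at the top dose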
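Yeast FUS proteinopathy model; galactose-induced FUS (2%), starting OD 0.005. Cpds in dilution series, 24hr, 30C, 99% humidity. Abs 600 nm growth. Pos ctrl CP55940 (top 92uM final); neg ctrl DMSO.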
EPAC2 agonist: activates human EPAC2 exchange factor. Q8WZA2. EPAC2 activation, biochemical qHTS; response scale: 100% = 6.5 mM cAMP response. Potency, µM (series often up to 154 µM), for inactives: top-dose activation, most hits filed as activators. 360,000 tested, 0.079% active. AID 720711; further: potency means the concentration at half of the fitted maximal effect; nearly all actives have a fitted effect of over 50% in size
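Each well held 100 nM EPAC2, 250 nM RAP1B-BODIPY-GDP and 50 uM GDP. Fluorescence, read at 5-min intervals to 30 min, was referenced to a 6.5 mM cAMP positive control.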
Numbers without * were called inactive; u = inconclusive; x = not tested or not shown; [ ] = another dose, or the depositor's remark. Unless noted, the call rests on the fitted dose curve; in most records, active means well fitted curve in the direction sought with a large enough effect; inconclusive means small, poorly fitted or top-dose-only effect, or another doubt; inactive means no such curve, though single readings can be large; an effect the other way counts as inactive or inconclusive. Only part of the results is shown; count on the stated rates, not on these rows.

SMILES	Abeta rescue	TDP43 rescue	aSyn rescue	DRD3 antagonist	DRD3 agonist	EPAC2 antag	FUS suppressor	EPAC2 agonist
CNC(=S)N(Cc1cccs1)Cc1cc2cc(OC)ccc2[nH]c1=O	13%	-4%	1%	6	7	-5%	x	-5%
O=C(O)CCCC(=O)Nc1ccc(Br)cc1	-6%	2%	-7%	8	3	18%	16%	2%
O=C1CCCc2ccccc2N1	7%	21%	1%	20	2	-10%	-28%	6%
COc1ccc(OC)c(NC(=O)CSC2=Nc3ccccc3C3=NC(CC(=O)NCc4ccc5c(c4)OCO5)C(=O)N23)c1 (stereo not given)	-3%	19%	x	x	-2	x	u	x
Nc1ccc(C(=O)c2cccs2)cn1	-9%	3%	-2%	-16	-4	1%	-26%	7%
Cc1ccc(OCC(=O)c2cc(C)n(Cc3ccco3)c2C)c([N+](=O)[O-])n1	-5%	-15%	1%	-6	-8	0%	20%	8%
CCC(Sc1nc2cc(OC)c(OC)cc2c(=O)n1CCc1ccc(OC)c(OC)c1)C(=O)NCCOC (stereo not given)	-1%	9%	3%	43	8	4%	28%	-5%
COCc1c(Br)c(C)nc(OCC(=O)O)c1C#N	-6%	-11%	-5%	3	0	15%	8%	-6%
CCOC(=O)c1c(NC(=O)c2cnn3c2NC(c2cccc(OC)c2)CC3C(F)(F)F)sc2c1CCCC2 (stereo not given)	-7%	8%	1%	10	0	9%	x	1%
CCCN(CCC)Cc1cc(=O)oc2ccc3ccccc3c12	6%	20%	3%	-5	-5	u	9%	7%
O=C1c2cccc3c(N4CCCCC4)ccc(c23)C(=O)N1c1cccc(O)c1	1%	20%	-7%	11	4	79%[activator]	4%	100µM*
O=C(NCC1CCCN(Cc2ccc3c(c2)OCCO3)C1)c1ccc2c(c1)OCO2 (stereo not given)	2%	-2%	-4%	-27	-4	2%	11%	0%
COc1ccc(S(=O)(=O)Nc2c(C)n(C)n(-c3ccccc3)c2=O)c(Cl)c1Cl	-9%	15%	-1%	0	2	-11%	2%	6%
CCCNC(=O)C1CC2Cn3c(nc4ccccc43)C2N1C (stereo not given)	4%	-2%	-2%	-5	-5	10%	-7%	5%
COC(=O)C1=C(C)NC(C)=C(C(=O)OC)C1c1cc2ccc(C)cc2[nH]c1=O	9%	2%	-8%	u	0	9%	17%	-1%
Cc1cc(C)cc(Cn2cc(CN3CC(N4CCCCC4)CS3(=O)=O)nn2)c1 (stereo not given)	0%	0%	-6%	11	4	10%	-21%	1%
O=C(O)CCC(=O)Nc1ccccc1C(=O)NCc1ccco1	17%	-2%	0%	22	-2	-7%	4%	-4%
COc1ccc(CCNC(=O)CCS(=O)(=O)c2cc(Br)cc3c2N(C(C)=O)CC3)cc1OC	10%	23%	x	x	-2	x	-8%	x
CN(C)/C=N/C(=S)Nc1ccc(Cl)c(Cl)c1	-7%	-22%[9.22 µM]	-11%	2	-5	-1%	16%	-6%
CCOCCCNC(=O)c1c[nH]c2ccc(S(=O)(=O)N(C)c3ccc(Cl)cc3F)cc2c1=O	-9%	-12%	x	x	8	x	43%	x
Cc1ccc(N(CN2C(=O)NC(C)(C)C2=O)CN2C(=O)NC(C)(C)C2=O)cc1	7%	10%	4%	-1	2	0%	-3%	-1%
COc1ccc(-c2noc(CNC(=O)CCN3C(=O)[C@H]4CC=CC[C@H]4C3=O)n2)cc1	-5%	0%	-2%	-10	-2	1%	2%	6%
CCCCN(CC)C(=O)Cn1nc(C)c2c(C)n(-c3ccccc3)nc2c1=O	-11%	3%	x	x	7	x	-12%	x
CCc1ccccc1NC(=O)CN(Cc1ccccc1)S(=O)(=O)c1ccc2nc(C)sc2c1	-4%	6%	x	x	5	x	-9%	x
CCN(CC)CCNc1ccc(CO)c2oc3ccccc3c(=O)c12	14%	3%	-1%	-1	1	3%	-19%	0%
CCN(CC)S(=O)(=O)c1cccc(NC(=O)c2cncc(Br)c2)c1	1%	-3%	10%	2	1	3%	7%	0%
COc1ccc(-n2ncc(C(=O)N3CCN(c4ccccn4)CC3)c2C2CCN(C(=O)OC(C)(C)C)CC2)cc1	-1%	7%	x	x	5	x	20%	x
O=C(COC(=O)Cc1ccc(Br)cc1)NCc1ccc(F)cc1	-33%	-10%	-5%	-11	-1	-7%	27%	13%
COCCn1c(SCC(=O)Nc2ccc(OC)cc2)nnc1-c1ccoc1C	6%	16%	-1%	9	0	5%	-8%	4%
C[n+]1cc[nH]c1SCC(=O)c1ccccc1	1%[9.22 µM]	-6%	-11%	-17	6	9%	-10%	-22%
Cc1ccc(N2CCN(C(=O)C3CCN(S(=O)(=O)c4cccc5nsnc45)CC3)CC2C)cc1 (stereo not given)	4%	-5%	0%	-10	9	-9%	27%	15%
CCc1c(C)sc2c1CCN(C(=O)Nc1cc(Cl)c(OC)cc1OC)C2c1ccccc1 (stereo not given)	-22%	-5%	x	x	-18	x	u	x
COC(=O)CSc1nc2ccc(NC(C)=O)cc2s1	-8%	-16%	-5%	6	-10	9%	26%	1%
CC(C)C(=O)NC(=S)Nc1ccc(S(=O)(=O)N(C)C)cc1	4%	20%	1%	-3	-2	-7%	-20%	-7%
COc1ccc(N2C(=O)CSC2c2ccc(F)c(F)c2)cc1 (stereo not given)	-21%	6%	14%	-7	2	-15%	-6%	5%
COc1cc(C(=O)OCCN2CCOCC2)ccc1O	-3%	-2%	-8%	u	-1	8%	-21%	3%
COc1ccc(/C=N\NC(=O)c2ccc(-c3ccccc3)cc2)c(OC)c1OC	8%	19%	1%	-12	4	0%	4%	6%
O=C(Cc1ccc(S(=O)(=O)N2CCOCC2)s1)N1CCN(S(=O)(=O)c2cccc(Cl)c2)CC1	-6%	-8%	2%	-5	-3	-3%	u	11%
O=C1CCCC2=C1C(c1ccc(Cl)cc1)C1C(=O)c3ccccc3C1=N2 (stereo not given)	10%	-14%	-7%	-21	-9	11%	u	4%
CC(C)CNC(=O)N1CCN(S(=O)(=O)c2ccc3c(ccn3C)c2)CC1	-4%	28%	1%	x	-1	x	-11%	x
CCC1CCc2c(sc(NC(=O)C3CC=CCC3C(=O)O)c2C#N)C1 (stereo not given)	16%	-13%	-1%	0	33*	-5%	x	-3%
COc1cc(C(C)=O)ccc1OCC(=O)N(CCC1=CCCCC1)c1c(N)n(Cc2ccccc2)c(=O)[nH]c1=O	1%	22%	0%	-11	-6	-2%	38%	-10%
Cc1cc(C)cc(NC(=O)NNC(=O)c2cc3occc3[nH]2)c1	0%	13%	0%	17	0	3%	17%	1%
Cc1ccc(C2C=CC(C#N)=CN2Cc2ccccc2)cc1 (stereo not given)	25%	u	0%	u	-8	-25%	7%	21%
CCOC(=O)c1cnc2cc(C)ccn2c1=O	4%	4%	-4%	-19	3	11%	x	-9%
COC(=O)C1=C(C(=O)OC)[C@@H]2N(C)c3ccc(OC)cc3[C@@]23C[C@@H](C(=O)OC)N(C(=O)c2ccco2)C3=N1	4%	11%	0%	-20	-10	-4%	-2%	13%
O=C(CN1CCN(Cc2ccc(Cl)cc2)C1=O)NCc1cccs1	21%	11%	-4%	-10	-1	-1%	-3%	9%
CC(=O)OCCCNc1cc(Sc2ccc(Cl)cc2)c2nonc2c1[N+](=O)[O-]	3%	-15%	19%	-118*	-18	2%	x	20%
CCOC(=O)c1c(C)oc2ncnc(N3CCN(c4ccccc4)CC3)c12	-16%	23%	x	x	2	x	13%	x
C=CCNc1ncnc2c1ncn2[C@H]1CN(CCc2ccccc2)C[C@@H](CO)O1	19%	17%	-4%	-14	9	12%	-20%	1%
Other structures:
SMILES	Abeta rescue	TDP43 rescue	aSyn rescue	DRD3 antagonist	DRD3 agonist	EPAC2 antag	FUS suppressor	EPAC2 agonist
CCCCn1c(-c2csc3ccccc23)n[nH]c1=S	-22%	u	6%	13	-3	0%	x	-4%
CCCCN1C(=O)C(NC(C)=O)c2cc(Br)ccc21 (stereo not given)	-5%	6%	-3%	-5	-3	-4%	6%	8%
COC(=O)c1ccncc1C(=O)Nc1ccc(F)cc1	-6%	7%[9.22 µM]	3%	1	1	-5%	5%	8%
CCC1CCCCN1C(=O)c1sc2ncnc(N(CC)CC)c2c1C (stereo not given)	0%	28%	9%	34	-3	-9%	-15%	-3%
CCOC(=O)c1ccc(NC(=O)c2nc[nH]c2C(=O)N[C@@H](C)CO)cc1	4%	0%	18%	-29	-8	2%	9%	8%
CCOc1ccc(CNC(=O)C2CCN(c3nc4ccccc4nc3C(F)(F)F)CC2)cc1OC	-14%	10%	x	x	-4	x	-3%	x
O=C(NCc1ccccc1F)c1sc2ncccc2c1-n1cccc1	-22%	20µM*	x	x	4	x	26%	x
Cc1cc(C)c(OCC(=O)N(Cc2ccccc2)C2CCS(=O)(=O)C2)c(C)c1 (stereo not given)	6%	-16%	4%	7	-31	-6%	39%	2%
O=S(=O)(c1ccc(Br)s1)N1CCc2ccccc2C1	1%	10%	20%	-9	2	3%	-10%	3%
COc1cc(S(=O)(=O)Nc2ccc(C)cc2)ccc1N=Cc1c(C)[nH]n(-c2ccc(C)cc2)c1=O	-23%	-16%	-13%	6	9	-7%	u	-3%

Some entries already given, reduced to EPAC2 agonist and DRD3 agonist:
| SMILES | EPAC2 agonist | DRD3 agonist |
| --- | --- | --- |
| CCC(Sc1nc2cc(OC)c(OC)cc2c(=O)n1CCc1ccc(OC)c(OC)c1)C(=O)NCCOC (stereo not given) | -5% | 8 |
| CCN(CC)CCNc1ccc(CO)c2oc3ccccc3c(=O)c12 | 0% | 1 |

Remaining list, next part.
SMILES	Abeta rescue	TDP43 rescue	aSyn rescue	DRD3 antagonist	DRD3 agonist	EPAC2 antag	FUS suppressor	EPAC2 agonist
O=C1C(c2ccc(C(F)(F)F)cc2)=C(Nc2ccc(Cl)cc2)c2ccccc21	9%	10%	x	x	4	x	-8%	x
Cn1c(=O)c(=O)n(C)c2cc(NS(=O)(=O)c3ccc(Br)cc3)c(Cl)cc21	-12%	7%	x	x	-5	x	-12%	x
COC(=O)[C@@H]1C[C@@]2(O)[C@@H](O)[C@@H](O)[C@@H](O)C[C@H]2N1Cc1ccc(C)s1	-10%	25%	-3%	-2	-3	6%	-17%	7%
O=C(COC(=O)CCNS(=O)(=O)c1cccs1)Nc1cc(C(F)(F)F)ccc1Cl	9%	16%	2%	19	-4	-3%	23%	6%
